# From PubChem
# TcdB inh: TcdB glycohydrolase inhibitors, primary screen, biochemical, single point, plate reader. TcdB glycohydrolase enzymatic assay. AID 652162, 2013. Toxin B (Clostridioides difficile), P18177. 0.24% of 350,000 active. inhibition, % at 9.99 µM; in the data active = inhibition above about 10%
# Target sequence (P18177 whole entry, looked up): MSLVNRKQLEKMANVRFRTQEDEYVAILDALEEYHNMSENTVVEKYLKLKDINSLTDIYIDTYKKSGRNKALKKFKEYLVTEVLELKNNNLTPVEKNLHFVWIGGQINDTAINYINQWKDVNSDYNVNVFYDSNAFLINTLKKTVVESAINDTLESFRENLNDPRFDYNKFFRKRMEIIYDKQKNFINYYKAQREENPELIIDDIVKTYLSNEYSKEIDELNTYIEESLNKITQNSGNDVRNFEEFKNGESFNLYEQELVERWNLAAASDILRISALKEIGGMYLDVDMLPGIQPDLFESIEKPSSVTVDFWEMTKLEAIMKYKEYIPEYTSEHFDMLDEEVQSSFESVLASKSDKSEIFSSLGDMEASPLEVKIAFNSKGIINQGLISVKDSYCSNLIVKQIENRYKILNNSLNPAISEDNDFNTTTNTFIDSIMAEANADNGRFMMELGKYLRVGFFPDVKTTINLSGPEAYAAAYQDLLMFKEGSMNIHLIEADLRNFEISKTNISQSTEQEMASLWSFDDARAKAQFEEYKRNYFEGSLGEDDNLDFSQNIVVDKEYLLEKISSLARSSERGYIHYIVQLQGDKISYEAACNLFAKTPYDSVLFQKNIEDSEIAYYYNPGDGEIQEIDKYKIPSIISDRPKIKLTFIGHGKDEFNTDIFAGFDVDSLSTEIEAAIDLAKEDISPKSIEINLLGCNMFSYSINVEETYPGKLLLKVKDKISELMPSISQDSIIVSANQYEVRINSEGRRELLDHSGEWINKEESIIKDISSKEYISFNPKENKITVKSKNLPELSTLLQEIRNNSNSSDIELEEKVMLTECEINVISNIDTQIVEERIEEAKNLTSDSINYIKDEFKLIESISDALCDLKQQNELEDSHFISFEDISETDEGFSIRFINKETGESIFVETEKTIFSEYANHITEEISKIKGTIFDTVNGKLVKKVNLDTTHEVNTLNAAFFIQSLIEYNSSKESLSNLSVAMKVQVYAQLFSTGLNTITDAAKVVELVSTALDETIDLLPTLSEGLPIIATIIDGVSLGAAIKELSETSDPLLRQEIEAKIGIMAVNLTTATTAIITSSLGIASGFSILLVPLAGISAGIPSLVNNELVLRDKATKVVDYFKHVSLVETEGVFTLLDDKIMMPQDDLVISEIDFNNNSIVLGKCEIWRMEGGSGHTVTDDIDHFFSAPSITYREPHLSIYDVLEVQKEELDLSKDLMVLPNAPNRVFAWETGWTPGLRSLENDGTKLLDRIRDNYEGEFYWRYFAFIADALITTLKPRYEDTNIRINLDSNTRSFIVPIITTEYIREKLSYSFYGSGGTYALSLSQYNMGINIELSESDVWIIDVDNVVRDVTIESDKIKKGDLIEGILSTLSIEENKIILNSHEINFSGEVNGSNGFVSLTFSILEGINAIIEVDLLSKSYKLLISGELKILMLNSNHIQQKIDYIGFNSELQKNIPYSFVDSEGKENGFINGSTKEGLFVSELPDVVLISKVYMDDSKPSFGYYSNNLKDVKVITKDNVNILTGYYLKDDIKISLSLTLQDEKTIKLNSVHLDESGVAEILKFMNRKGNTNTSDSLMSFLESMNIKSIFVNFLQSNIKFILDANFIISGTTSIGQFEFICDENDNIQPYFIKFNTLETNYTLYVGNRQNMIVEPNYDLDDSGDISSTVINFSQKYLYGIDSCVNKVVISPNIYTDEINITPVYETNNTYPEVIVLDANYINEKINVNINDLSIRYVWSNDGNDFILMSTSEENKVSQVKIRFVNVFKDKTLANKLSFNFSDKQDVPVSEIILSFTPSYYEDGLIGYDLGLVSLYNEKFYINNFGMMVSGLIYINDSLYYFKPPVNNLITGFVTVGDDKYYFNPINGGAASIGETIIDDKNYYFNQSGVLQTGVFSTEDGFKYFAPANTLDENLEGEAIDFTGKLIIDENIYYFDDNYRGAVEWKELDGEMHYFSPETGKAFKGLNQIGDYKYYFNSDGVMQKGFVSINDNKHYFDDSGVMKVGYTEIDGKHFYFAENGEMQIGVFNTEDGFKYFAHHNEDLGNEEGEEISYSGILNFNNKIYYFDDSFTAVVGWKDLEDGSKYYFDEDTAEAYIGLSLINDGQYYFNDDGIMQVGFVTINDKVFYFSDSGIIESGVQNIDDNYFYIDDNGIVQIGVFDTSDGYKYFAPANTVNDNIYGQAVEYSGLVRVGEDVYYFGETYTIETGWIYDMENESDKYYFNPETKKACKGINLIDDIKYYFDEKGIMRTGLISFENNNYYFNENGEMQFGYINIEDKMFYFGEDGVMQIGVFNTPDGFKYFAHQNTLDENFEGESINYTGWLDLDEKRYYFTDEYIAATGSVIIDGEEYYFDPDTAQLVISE
# Mtb BioA inh: M. tuberculosis BioA enzyme inhibitors, primary screen, biochemical, plate reader, single point, HTS; inhibition, % at 9.99 µM; 0.096% of 360,000 active; purified M. tuberculosis BioA enzyme; AID 602481, 2012; in the data active = inhibition above about 40%
# The depositor's hits bear a star; & = joins results of further samples.
SMILES,TcdB inh,Mtb BioA inh
C[C@H]1CN([C@@H](C)CO)C(=O)c2cc(NC(=O)Nc3ccc4c(c3)OCO4)ccc2O[C@H]1CN(C)Cc1ccc(Oc2ccccc2)cc1,0.5,-1.3
COCC(=O)N(C)C[C@H]1Oc2ncc(-c3ccc(C)cc3)cc2C(=O)N([C@@H](C)CO)C[C@@H]1C,0.3,0.1
Cc1ccccc1S(=O)(=O)NCC[C@H]1CC[C@@H](NC(=O)C2CC2)[C@H](CO)O1,-1.2,-2.4
COc1ccc(S(=O)(=O)N(C)C[C@@H]2Oc3ccc(NC(=O)CCC(F)(F)F)cc3C(=O)N([C@@H](C)CO)C[C@@H]2C)cc1,-0.4,0.4
O=C(NCC(F)(F)F)[C@H]1[C@H](CO)[C@H]2Cn3c(cccc3=O)[C@@H]1N2CC1CCOCC1,-0.2,0.6
CC(C)c1cn(CC[C@H]2CC[C@H](NS(=O)(=O)c3ccc(F)cc3)[C@@H](CO)O2)nn1,2.2,1.9
CC(C)NC[C@H]1[C@@H](c2ccc(-c3cccc(F)c3)cc2)[C@@H](CO)N1CC1CC1,1.0,-1.7
C[C@@H]1CCCCO[C@H](CN(C)Cc2ccc(C(F)(F)F)cc2)[C@@H](C)CN([C@@H](C)CO)C(=O)c2cc(N(C)C)ccc2O1,-6.3,4.3
COc1ccccc1NC(=O)N1CCCCN2[C@H](CO)[C@@H](c3ccc(C#CC4CCCC4)cc3)[C@@H]2C1,-0.5,4.9
N#C[C@@H]1[C@H](c2ccc(-c3ccccc3F)cc2)[C@@H](CO)N1C(=O)Cc1ccccc1,0.2,-1.2
Cc1ccc(S(=O)(=O)N[C@@H]2C=C[C@H](CC(=O)N3CCC(Cc4ccccc4)CC3)O[C@@H]2CO)cc1,0.9,-1.5
COc1ccccc1CN1[C@@H]2CN(C(=O)C3CCCC3)c3ccccc3[C@@H]2[C@@H]1CO,1.8,-0.6

# Overlap with the part before: two compounds, followed by the next part.
SMILES,TcdB inh,Mtb BioA inh
Cc1ccc(S(=O)(=O)N[C@@H]2C=C[C@H](CC(=O)N3CCC(Cc4ccccc4)CC3)O[C@@H]2CO)cc1,0.9,-1.5
COc1ccccc1CN1[C@@H]2CN(C(=O)C3CCCC3)c3ccccc3[C@@H]2[C@@H]1CO,1.8,-0.6
C[C@@H]1CN([C@H](C)CO)C(=O)c2cc(NS(=O)(=O)c3cn(C)cn3)ccc2O[C@@H]1CN(C)Cc1ccc2c(c1)OCO2,0.4,-0.7
COc1ccc(NC(=O)N(C)C[C@H]2OCCCC[C@@H](C)Oc3ccc(NS(=O)(=O)c4ccc(Cl)cc4)cc3C(=O)N([C@@H](C)CO)C[C@H]2C)cc1,-1.5,3.8
O=C([C@@H]1[C@@H](CO)[C@@H]2Cn3c(cccc3=O)[C@H]1N2S(=O)(=O)c1ccccc1F)N1CCOCC1,-0.1,-0.6
COc1ccc(S(=O)(=O)N(C)C[C@H]2OCCCC[C@H](C)Oc3ccc(NC(=O)NC4CCCCC4)cc3C(=O)N([C@@H](C)CO)C[C@@H]2C)cc1,-1.6,17.5
Cc1ccc(S(=O)(=O)N(C)C[C@H]2Oc3ccc(N(C)C)cc3CC(=O)N([C@H](C)CO)C[C@@H]2C)cc1,-14.6,-3.0
CCCNC(=O)C[C@@H]1C[C@H]2c3cc(NC(=O)COC)ccc3O[C@H]2[C@H](CO)O1,-0.5,-1.2
Cc1noc(C)c1NC(=O)N(C)C[C@H]1Oc2ccc(NC(=O)Cn3cnnn3)cc2C(=O)N([C@@H](C)CO)C[C@H]1C,-0.2,8.7
CCCC#Cc1cnc2c(c1)C(=O)N([C@H](C)CO)C[C@H](C)[C@H](CN(C)C(=O)c1cnccn1)O2,0.9,0.2
CC(C)C#Cc1ccc2c(c1)O[C@H](CN(C)C(=O)Cc1ccccn1)[C@@H](C)CN([C@@H](C)CO)S2(=O)=O,1.0,1.7
C[C@@H]1CN([C@@H](C)CO)C(=O)Cc2cc(NC(=O)Cc3ccccc3)ccc2O[C@@H]1CN(C)S(=O)(=O)c1ccc(Cl)cc1,1.6,1.0
O=C(O)C[C@@H]1CC[C@@H](NC(=O)Nc2cc(F)ccc2F)[C@H](CO)O1,0.2,-2.4
C[C@H]1CN([C@@H](C)CO)C(=O)c2cc(C#CCC3CCCC3)cnc2O[C@H]1CN(C)Cc1ccccn1,1.9,3.8
C[C@@H]1CN([C@H](C)CO)C(=O)Cc2cc(NC(=O)Nc3cccc4ccccc34)ccc2O[C@H]1CN(C)C(=O)Nc1ccc(F)cc1,0.1,1.3
COCc1cn(CC[C@H]2CC[C@H](NC(=O)Nc3ccc(C(F)(F)F)cc3)[C@@H](CO)O2)nn1,0.3,-1.6
CC(C)NC(=O)N(C)C[C@@H]1Oc2cc(C#C[C@@H](C)O)ccc2S(=O)(=O)N([C@@H](C)CO)C[C@@H]1C,1.2,-1.7
COc1ccccc1S(=O)(=O)N[C@@H]1CC[C@H](CCNC(=O)C2CCOCC2)O[C@@H]1CO,-1.1,-1.2
COc1ccc(C(=O)Nc2ccc3c(c2)OC[C@@H](C)N(Cc2cocn2)C[C@H](C)[C@H](OC)CN(C)C3=O)cc1,0.6,-3.1
C[C@@H]1CCCCO[C@H](CN(C)C(=O)Nc2ccc(F)cc2)[C@@H](C)CN([C@@H](C)CO)C(=O)c2cc(NS(=O)(=O)c3ccc(Cl)cc3)ccc2O1,0.5,-0.3
C[C@@H]1CCCCO[C@@H](CN(C)Cc2ccc(Cl)c(Cl)c2)[C@@H](C)CN([C@@H](C)CO)C(=O)c2cc(NC(=O)Nc3ccc4c(c3)OCO4)ccc2O1,0.5,-3.9
O=C(C[C@@H]1C[C@H]2c3cc(NC(=O)c4cccnc4)ccc3O[C@H]2[C@@H](CO)O1)NCc1ccc(Oc2ccccc2)cc1,-0.8,-1.5
COCC#Cc1cnc2c(c1)C(=O)N([C@H](C)CO)C[C@@H](C)[C@@H](CN(C)Cc1ccccc1F)O2,0.3,1.4
CC(=O)N1[C@@H]2Cn3c(cccc3=O)[C@H]1[C@@H](C(=O)NCC1CCCCC1)[C@@H]2CO,0.5,-2.1
C[C@H]1CN([C@@H](C)CO)C(=O)c2cc(C#Cc3ccccc3F)cnc2O[C@@H]1CN(C)S(=O)(=O)c1ccccc1F,0.9,3.2
C[C@@H]1CN([C@@H](C)CO)C(=O)c2cccc(NC(=O)C3CCOCC3)c2O[C@@H]1CN(C)S(=O)(=O)c1cn(C)cn1,-0.3,-1.4

# 5 of the compounds above, with values under each structure:
# Results follow in this order: TcdB inh | Mtb BioA inh
> COCc1cn(CC[C@H]2CC[C@H](NC(=O)Nc3ccc(C(F)(F)F)cc3)[C@@H](CO)O2)nn1
    0.3 | -1.6
> CC(C)NC(=O)N(C)C[C@@H]1Oc2cc(C#C[C@@H](C)O)ccc2S(=O)(=O)N([C@@H](C)CO)C[C@@H]1C
    1.2 | -1.7
> COc1ccccc1S(=O)(=O)N[C@@H]1CC[C@H](CCNC(=O)C2CCOCC2)O[C@@H]1CO
    -1.1 | -1.2
> COc1ccc(C(=O)Nc2ccc3c(c2)OC[C@@H](C)N(Cc2cocn2)C[C@H](C)[C@H](OC)CN(C)C3=O)cc1
    0.6 | -3.1
> C[C@@H]1CCCCO[C@H](CN(C)C(=O)Nc2ccc(F)cc2)[C@@H](C)CN([C@@H](C)CO)C(=O)c2cc(NS(=O)(=O)c3ccc(Cl)cc3)ccc2O1
    0.5 | -0.3

# (listing goes on)
SMILES,TcdB inh,Mtb BioA inh
C[C@H]1CN([C@@H](C)CO)C(=O)c2cc(-c3cccc(C#N)c3)cnc2O[C@H]1CN(C)C,0.8,-1.2
CC(=O)N1[C@H](CN(C)C(=O)C2CCC2)[C@@H](c2ccccc2)[C@@H]1CO,0.8,1.3
COCC(=O)Nc1ccc2c(c1)C(=O)N(C)[C@@H]1CC[C@@H](CC(=O)NCCc3ccccc3)O[C@H]1CO2,-0.2,1.5
CO[C@H]1CC[C@H]2CCN(C)C(=O)[C@H](C)[C@@H](OC)CN(C)C(=O)c3cccc(C#N)c3OC[C@H]1O2,1.0,-1.7
C[C@@H]1CN([C@@H](C)CO)C(=O)Cc2cc(NC(=O)C3CCCCC3)ccc2O[C@@H]1CN(C)C(=O)Nc1cccc2ccccc12,-1.7,-0.8
CC=Cc1ccc2n(c1=O)C[C@@H]1[C@@H](CO)[C@H](C(=O)NCc3ccncc3)N(Cc3cncnc3)[C@H]21 (mixture of isomers),-0.6,-0.2
C[C@@H]1CN([C@H](C)CO)C(=O)c2cc(NC(=O)CCCN(C)C)ccc2O[C@@H]1CN(C)S(=O)(=O)c1ccc(F)cc1,-0.2,-2.7
CO[C@@H]1CC[C@@H]2CCN(C)C(=O)[C@H](C)N(C)C(=O)c3cc(C#N)ccc3OC[C@@H]1O2,-0.9,-2.1
C[C@@H]1CCCCO[C@H](CN(C)C(=O)c2ccncc2)[C@H](C)CN([C@@H](C)CO)C(=O)c2cc(NS(=O)(=O)c3cccs3)ccc2O1,-0.6,-0.3
C[C@H]1CN([C@@H](C)CO)C(=O)c2ccccc2-c2ccccc2CO[C@@H]1CN(C)Cc1ccc(C(=O)O)cc1,-2.6,-1.8
C[C@@H]1CN([C@@H](C)CO)C(=O)c2cc(-c3ccncc3)cnc2O[C@H]1CN(C)C(=O)CN1CCOCC1,-0.6,0.1
O=C(c1cccc(F)c1)N1C[C@@H]2[C@H](c3ccccc31)[C@H](CO)N2C(=O)C1CCCC1,-0.7,-4.0
C[C@@H]1CN([C@H](C)CO)C(=O)Cc2cc(N(C)C)ccc2O[C@H]1CN(C)C(=O)Nc1cccc2ccccc12,-9.7,0.7
CN(C)C(=O)C[C@@H]1CC[C@H]2[C@@H](COC[C@@H](O)CN2CC2CCCC2)O1,-1.6,0.0
CC=Cc1ccc2n(c1=O)C[C@@H]1[C@@H](CO)[C@H](C(=O)NCc3ccncc3)N(Cc3ccncc3)[C@H]21 (mixture of isomers),-3.1,-2.0
COC(=O)C[C@H]1CC[C@@H]2[C@H](COc3ccc(NS(=O)(=O)c4cccc(F)c4)cc3C(=O)N2C)O1,-0.3,2.1
O=C(Cc1ccccn1)NCC[C@@H]1CC[C@@H](NC(=O)Nc2ccc(C(F)(F)F)cc2)[C@@H](CO)O1,0.5,-1.6
CO[C@@H](CN(C)Cc1ccc2c(c1)OCO2)[C@@H](C)CN(C(=O)c1ccccc1)[C@@H](C)CO,0.2,-1.1
O=C(Nc1ccc(C(F)(F)F)cc1)N[C@H]1CC[C@H](CCn2cc(C3(O)CCCC3)nn2)O[C@H]1CO,0.6,-2.5
CC(C)C#Cc1ccc2c(c1)O[C@H](CN(C)S(=O)(=O)c1cn(C)cn1)[C@@H](C)CN([C@H](C)CO)S2(=O)=O,-1.7,1.1
O=C(Nc1ccc(F)cc1)N1CCCCN2[C@H](CO)[C@@H](c3ccc(-c4cccc(F)c4)cc3)[C@H]2C1,0.4,-1.1
CO[C@@H]1CN(C)C(=O)c2ccc(NC(C)=O)cc2OC[C@H](C)N(S(=O)(=O)c2cn(C)cn2)C[C@H]1C,-1.6,-1.1
CCCC(=O)Nc1ccc2c(c1)C(=O)N(C)[C@@H]1CC[C@@H](CC(=O)Nc3cn(C)nc3C)O[C@H]1CO2,-0.9,-2.1
C[C@@H]1CCCCO[C@@H](CN(C)Cc2ccc(C(F)(F)F)cc2)[C@H](C)CN([C@@H](C)CO)C(=O)c2cc(NS(=O)(=O)c3ccc(Cl)cc3)ccc2O1,-0.2,0.2
O=C(C1=C[C@@H](c2ccc3c(c2)OCO3)C[C@@H](OCc2ccc(CO)cc2)O1)N1CCN(Cc2ccc3c(c2)OCO3)CC1,0.4&-3.4,-1.9&4.6
CO[C@H]1CN(C)C(=O)c2ccc(NS(=O)(=O)c3ccc(Cl)cc3)cc2OC[C@@H](C)NC[C@@H]1C,-1.0,-2.5
C[C@@H]1CN([C@H](C)CO)C(=O)Cc2cc(NS(=O)(=O)c3cn(C)cn3)ccc2O[C@@H]1CN(C)Cc1ccccc1,0.1,-2.3
O=C(N[C@H]1CC[C@H](CCn2cc(C3(O)CCCC3)nn2)O[C@H]1CO)C1CCCCC1,-1.0,1.6
O=C(c1ccccc1F)N1C[C@H]2[C@@H](c3ccccc31)[C@H](CO)N2C(=O)c1ccccc1,-0.9,-3.9
C[C@H]1CN([C@@H](C)CO)C(=O)c2cc(NC(=O)CCN3CCOCC3)ccc2O[C@@H]1CN(C)S(=O)(=O)c1ccc(Cl)cc1,0.4,-0.1
O=C(C[C@H]1C=C[C@@H](NC(=O)CCN2CCCCC2)[C@H](CO)O1)Nc1ccc(-c2ccccc2)cc1,0.0,3.0
O=C(Nc1ccc(F)cc1)N[C@H]1CC[C@H](CCNC(=O)c2cc(Cl)cc(Cl)c2)O[C@H]1CO,-0.8,0.2
C[C@@H]1CCCCO[C@@H](CN(C)Cc2ccc(C(=O)O)cc2)[C@H](C)CN([C@@H](C)CO)C(=O)c2cc(NS(=O)(=O)c3cccs3)ccc2O1,-0.7,-0.8
COc1cccc(S(=O)(=O)N2C[C@H](O)COC[C@@H]3O[C@@H](CC(=O)Nc4ccccc4)CC[C@H]32)c1,-1.5,7.1
O=C(c1cccnc1)N1C[C@H]2[C@@H](c3ccccc31)[C@@H](CO)N2C(=O)Nc1ccc(F)cc1,-5.9,2.7
CCCN1C[C@@H](C)[C@@H](OC)CN(C)C(=O)c2cc(NC(=O)Nc3c(C)noc3C)ccc2OC[C@@H]1C,-0.3,-0.4
CC(=O)N1[C@@H]2c3ccc(C4=CCCCC4)c(=O)n3C[C@H]1[C@H](CO)[C@H]2C(=O)NC1CCC1,-0.2,-0.6
C[C@@H]1CN([C@@H](C)CO)C(=O)c2cc(NS(=O)(=O)c3cccs3)ccc2O[C@@H](C)CCCCO[C@@H]1CN(C)C(=O)NC1CCCCC1,-2.1,-1.1

# Only part of the results is shown; count on the stated rates, not on these rows.
